OPRM1-OPRD1 inv: inverse agonist of human OPRM1-OPRD1 heterodimerization; P35372+P41143; cell-based MOR-DOR heterodimer luminescence, inverse agonism; inhibition, % at 9.3 µM; 340,000 tested, 0.21% active; AID 504357; in the data active means inhibition above about 22%, passing the limit was not always enough;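 further: 0% = cells with DMSO and 100% = wells without cells with DMSO; values of inactives mirror those of a sister screen read the other way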
Arr AP2 block: blocks beta-arrestin peptide binding to AP2 adaptin; FITC-arrestin peptide / GST-AP2 beads, flow cytometry; AP2 beta2 appendage carries R879A mutation; inhibition, % at 10 µM; 340,000 tested, 0.31% active;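 active means inhibition above a set limit, near 3 SD of compounds lacking own fluorescence, cut at about 54% in these data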;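 further: plate controls were DMSO wells for no effect and 5 µM unlabelled arrestin peptide for full effect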
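system = GST-tagged AP2 beta2-adaptin appendage (R879A) on 4 µm glutathione beads | reagent = FITC-labelled arrestin peptide probe, 50 nM final | schedule = compound with beads 12 min RT, then probe 1 h RT | signal = HyperCyt-sampled flow cytometry, FL1 channel, ex 488/em 535 nm | read-out = percent response from loss of bead-bound FITC fluorescence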
RTF Ca sens act: cardiac RTF calcium sensitization; P19429+P45379; IANBD-labeled TnC RTF fluorescence at EC20 calcium; 0% EC20 calcium, 100% full calcium; activation, % at 7.2 µM; 340,000 tested, 0.24% active;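 active means activation above the mean over all tested compounds plus 3 SD, cut at about 30% in these data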;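 further: rise in fluorescence read as greater calcium sensitivity of cardiac thin filaments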
DSG3 Ab inh: human desmoglein-3 autoantibody binding inhibition. DSG3-coupled beads, scFv-anti-DSG3-GFP binding, flow cytometry; active compounds read low. binding (percent of control), % at 10 µM. 310,000 tested, 0.48% active;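 active means binding more than 3 SD below its plate's average and above zero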;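 further: hits lower antibody fragment binding to DSG3; some compounds called inactive have numbers as strong as hits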
Wnt act: activates Wnt/beta-catenin signaling in a reporter cell assay. activator, plate reader. activation, % at 9.35 µM. 300,000 tested, 1.2% active. AID 743398; in the data active means activation above about 30%, passing the limit was not always enough;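 further: 0% = neutral control wells and 100% = positive control wells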
OPRM1-OPRD1 ag: OPRM1-OPRD1 heterodimerization agonism. 340,000 tested, 0.3% active. activation, % at 9.3 µM. cells, luminescence. AID 504326; in the data active means activation above about 18%;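 further: 0% = vehicle-treated cells and 100% = reference agonist; values of inactives mirror those of a sister screen read the other way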
V-ATPase pHluor: regulators of yeast V-ATPase proton transport; S. cerevisiae, pHLuorin cytosolic pH fluorescence; response, % at 10 µM; 350,000 tested, 0.37% active; AID 504577; in the data active means response mostly above about 7.3%, no sharp cut-off; inactive means mostly below about 5.4%; further: actives read high; inactives centre near 0; some compounds called inactive have numbers as strong as hits; reference of the scale not given here
Keap1-Nrf2 PPI: Keap1-Nrf2 (human) interaction inhibition; Keap1 Kelch-Nrf2 peptide fluorescence polarization, 1536-well; Q14145; inhibition, % at 9.4 µM; 340,000 tested, 0.15% active; AID 504523; in the data active means inhibition above about 12%;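 further: human Keap1 Kelch domain with fluorescein labeled Nrf2 9mer peptide probe; 0% = neutral control wells and 100% = peptide positive control; higher means more block of Keap1 binding to Nrf2 peptide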
Target sequence (Q14145 whole entry, looked up, the tested form may be a part): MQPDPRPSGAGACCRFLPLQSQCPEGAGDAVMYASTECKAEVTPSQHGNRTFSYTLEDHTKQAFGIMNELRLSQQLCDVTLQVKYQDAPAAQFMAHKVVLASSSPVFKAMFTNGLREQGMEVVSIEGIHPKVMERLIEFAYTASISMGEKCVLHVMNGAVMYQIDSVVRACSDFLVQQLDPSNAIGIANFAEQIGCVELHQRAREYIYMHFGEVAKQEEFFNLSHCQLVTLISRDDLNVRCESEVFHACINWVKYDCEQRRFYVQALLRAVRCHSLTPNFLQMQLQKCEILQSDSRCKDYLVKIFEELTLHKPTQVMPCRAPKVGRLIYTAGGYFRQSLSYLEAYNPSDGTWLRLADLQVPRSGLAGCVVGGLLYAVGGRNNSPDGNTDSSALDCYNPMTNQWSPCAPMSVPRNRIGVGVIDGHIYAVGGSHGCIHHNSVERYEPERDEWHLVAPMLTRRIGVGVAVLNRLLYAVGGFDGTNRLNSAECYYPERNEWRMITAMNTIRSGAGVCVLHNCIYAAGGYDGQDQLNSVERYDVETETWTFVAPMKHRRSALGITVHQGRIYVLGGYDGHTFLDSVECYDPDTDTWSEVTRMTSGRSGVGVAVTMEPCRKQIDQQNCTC
LANA DNA inh: KSHV C-LANA DNA binding inhibition; MBP-C-LANA/FAM-LBS DNA binding, fluorescence polarization; inhibition, % at 9 µM; 340,000 tested, 0.078% active;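 active means highest replicate inhibition at or above 60% at 9 µM, even if other replicates fall short; inactive means all replicates below 60% inhibition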;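 further: 0% = neutral control wells and 100% = 4 µM acridine orange control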
RTF Ca sens inh: cardiac RTF calcium desensitization. AID 493244. inhibition, % at 7.15 µM. P19429+P45379. IANBD-labeled cardiac RTF, Ca2+ fluorescence. 340,000 tested, 0.12% active;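 active means inhibition above the mean inhibition of all tested compounds plus 3 SD, cut at about 17% in these data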;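 further: assay run at fixed EC70 calcium of 1.6 mM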
The depositor's hits bear a star; · = not tested or not shown. Outcome played no part in choosing rows (roughly 3.1% active in at least one column).

entry	Molecule	OPRM1-OPRD1 inv	Arr AP2 block	RTF Ca sens act	DSG3 Ab inh	Wnt act
1	COc1ccc(S(=O)(=O)N2CCCCC2)cc1C(=O)Nc1cc(C)on1	8.4	-1.7	-6.9	98.8	-0.2
2	CCOC(=O)c1sc(NC(=S)NC(=O)c2ccc(OC)cc2)nc1C	7.1	-5.1	2.1	100.3	0.5
3	OCc1c(OCc2cccc(F)c2)ccc2ccccc12	2.2	6.3	2.2	102.2	7.3
4	CCOc1ccccc1NC(=O)CSc1nnc(CNC(=O)c2c(F)cccc2Cl)o1	8.8	-4.2	1.7	103.6	0.5
5	O=C1CCCCCN1Cc1nnc(SCc2nc3ccccc3s2)n1-c1ccccn1	1.4	20.6	-5.4	·	56.9*
6	O=C(NCC(=O)N(c1cccnc1)C(C(=O)NC1CCCC1)c1ccco1)c1cccs1 (stereo not drawn)	11.6	4.9	6.0	104.7	·
7	CC(C)CCNC(=O)C1c2ccccc2Oc2ccccc21	5.9	-0.3	-1.4	111.6	-0.2
8	OC12CCCCC1C(c1ccc3c(c1)OCO3)N(Cc1ccccc1F)CC2 (stereo not drawn)	-1.5	34.1	-4.8	97.1	5.8

entry	OPRM1-OPRD1 ag	V-ATPase pHluor	Keap1-Nrf2 PPI	LANA DNA inh	RTF Ca sens inh
1	-1.6	-0.8	3.0	-1.0	3.6
2	-1.4	-7.0	-7.2	-0.2	-6.5
3	-0.5	-5.2	-1.2	2.8	-5.3
4	-1.7	1.5	-5.0	-2.3	-7.4
5	-0.2	0.2	-1.3	-2.4	4.1
6	-2.1	2.2	-3.8	-1.2	4.6
7	-1.1	-1.4	5.7	-0.6	-10.3
8	0.3	-2.7	-1.2	0.3	-4.0

Following part:
entry	Molecule	OPRM1-OPRD1 inv	Arr AP2 block	RTF Ca sens act	DSG3 Ab inh	Wnt act
9	O=C(c1cccnc1)N1N=C(C2CC2)CC1(O)C(F)(F)F (stereo not drawn)	-1.0	-0.2	0.2	90.2	-2.5
10	N#CCC(CNc1ncc(C(F)(F)F)cc1Cl)OC(=O)c1ccc(Cl)cc1Cl (stereo not drawn)	-42.9	12.3	2.4	92.6	-2.6
11	Cc1ccc(C)c(-n2sc3ccc(F)cc3c2=O)c1	4.7	7.8	-4.9	55.0*	-5.9
12	CC(=O)c1sc(NC(=O)CCOc2ccccc2)nc1C	6.5	-1.2	-4.1	98.4	6.8
13	COc1ccc(C2NCCc3c2[nH]c2ccccc32)cc1COc1ccc(F)cc1 (stereo not drawn)	-101.0	11.1	-12.3	94.9	-9.0
14	O=C(Nc1ccc2c(c1)OCO2)C1CCN(C(=O)c2cccs2)CC1	3.7	5.7	7.6	99.5	·
15	CC(C)C(=O)Nc1ccc(C(=O)NNC(=O)c2cccs2)cc1	10.2	-4.8	8.4	115.4	2.5
16	COc1ccccc1NC(=O)Cc1cccc2ccccc12	11.2	0.4	4.9	97.2	-0.2

entry	OPRM1-OPRD1 ag	V-ATPase pHluor	Keap1-Nrf2 PPI	LANA DNA inh	RTF Ca sens inh
9	0.1	1.5	-4.4	-1.2	-4.4
10	7.2	0.9	-3.5	0.5	-10.9
11	-0.8	-0.4	-0.6	2.7	1.6
12	-1.3	0.0	1.1	-1.1	5.7
13	20.2*	5.2	3.0	-0.6	-6.1
14	-0.7	0.4	-6.7	-0.2	-3.7
15	-1.9	1.5	0.7	-0.3	3.1
16	-2.4	1.7	-6.1	0.0	-3.4

Later entries:
entry	Molecule	OPRM1-OPRD1 inv	Arr AP2 block	RTF Ca sens act	DSG3 Ab inh	Wnt act
17	CCN(Cc1cccs1)C(=O)CN1C(=O)NC(c2ccccc2)(c2ccccc2)C1=O	11.9	29.6	-4.0	100.5	-2.2
18	CCOC(=O)N1CCN(c2c(N3CC=C(c4ccccc4)CC3)c(=O)c2=O)CC1	8.3	4.2	13.1	97.9	-2.2
19	CC(C)CC(=O)c1c[nH]c(C(=O)N2CCN(Cc3ccccc3)CC2)c1	10.6	6.7	-0.3	·	0.0
20	CC(=O)Nc1ccccc1NC(=O)C/C(C)=N/NC(=O)c1ccccn1	15.8	2.8	-4.0	86.7	·
21	COC(=O)CSc1[nH]c2cc(C)ccc2c1[N+](=O)[O-]	6.9	4.2	5.8	87.7	-2.5
22	COc1cccc(N2CC(NS(=O)(=O)c3ccc(Cl)cc3)CC2=O)c1 (stereo not drawn)	8.8	17.1	-7.0	99.6	2.0
23	CC1(C)CC(=NOC(=O)c2ccccc2)CC(C)(C)N1	9.5	-0.5	-5.5	97.9	-4.4
24	Nc1nc(Sc2ccc([N+](=O)[O-])cc2[N+](=O)[O-])n[nH]1	-16.5	14.4	-2.2	·	-0.1

entry	OPRM1-OPRD1 ag	V-ATPase pHluor	Keap1-Nrf2 PPI	LANA DNA inh	RTF Ca sens inh
17	-2.3	3.7	0.0	1.2	0.2
18	-1.6	-1.1	-0.7	0.5	-3.7
19	-2.3	-1.4	3.8	-1.5	-1.0
20	-3.4	-2.6	-4.7	0.4	-5.4
21	-1.5	0.7	-2.9	3.6	-12.1
22	-1.8	1.3	-0.4	-1.1	7.5
23	-1.7	0.5	-2.5	-1.1	-7.9
24	3.4	-0.7	1.9	0.4	-1.0

Next part:
entry	Molecule	OPRM1-OPRD1 inv	Arr AP2 block	RTF Ca sens act	DSG3 Ab inh	Wnt act
25	Cc1ccc(Cl)cc1NC(=O)COC(=O)C1CCCCC1	-5.9	-6.0	-6.2	75.3	-6.4
26	COc1cc(C(Nc2ccc3c(c2)OCO3)C(=O)NC2CCCCC2)cc(OC)c1OC (stereo not drawn)	3.9	47.1	12.3	95.1	-11.8
27	O=C(CN1CCCCC1)Nc1cccc(Oc2ccccc2)c1	-12.6	0.3	0.7	106.0	-2.3
28	Cc1nc(CS(=O)c2ccccc2)cc(N2CCOCC2)n1 (stereo not drawn)	6.0	19.8	-4.3	94.9	·
29	CCC1(c2ccccc2)NC(=O)N(CC(=O)NCC2COc3ccccc3O2)C1=O (stereo not drawn)	18.0	-8.4	-3.6	98.9	-0.4
30	Cc1cc(C)cc(NC(=O)CSc2nnc(-c3ccncc3)o2)c1	4.3	-5.6	1.8	92.6	-0.4
31	O=C(Nc1ccc2nccnc2c1)Nc1ccccc1Cl	-4.2	1.1	6.0	104.1	8.9
32	CCOC(=O)c1ccc(NC(=O)Nc2c(C)nn(C)c2C)cc1	14.2	-5.5	0.6	104.1	·

entry	OPRM1-OPRD1 ag	V-ATPase pHluor	Keap1-Nrf2 PPI	LANA DNA inh	RTF Ca sens inh
25	1.0	2.0	2.4	0.8	-2.1
26	-0.7	2.5	-6.5	-0.6	-7.9
27	2.4	0.1	-4.6	-0.7	-2.4
28	-1.3	0.2	1.1	0.4	1.2
29	-3.7	-4.4	-1.6	-0.5	2.0
30	-0.7	1.3	0.3	-0.7	-18.9
31	0.9	-4.0	-2.0	1.8	-4.3
32	-2.8	1.3	-5.0	-1.0	-3.6

A draw from above in order of length of the SMILES, ascending:
entry	Molecule	OPRM1-OPRD1 inv	Arr AP2 block	RTF Ca sens act	DSG3 Ab inh	Wnt act
3	OCc1c(OCc2cccc(F)c2)ccc2ccccc12	2.2	6.3	2.2	102.2	7.3
25	Cc1ccc(Cl)cc1NC(=O)COC(=O)C1CCCCC1	-5.9	-6.0	-6.2	75.3	-6.4
23	CC1(C)CC(=NOC(=O)c2ccccc2)CC(C)(C)N1	9.5	-0.5	-5.5	97.9	-4.4
14	O=C(Nc1ccc2c(c1)OCO2)C1CCN(C(=O)c2cccs2)CC1	3.7	5.7	7.6	99.5	·
20	CC(=O)Nc1ccccc1NC(=O)C/C(C)=N/NC(=O)c1ccccn1	15.8	2.8	-4.0	86.7	·
13	COc1ccc(C2NCCc3c2[nH]c2ccccc32)cc1COc1ccc(F)cc1 (stereo not drawn)	-101.0	11.1	-12.3	94.9	-9.0
4	CCOc1ccccc1NC(=O)CSc1nnc(CNC(=O)c2c(F)cccc2Cl)o1	8.8	-4.2	1.7	103.6	0.5
26	COc1cc(C(Nc2ccc3c(c2)OCO3)C(=O)NC2CCCCC2)cc(OC)c1OC (stereo not drawn)	3.9	47.1	12.3	95.1	-11.8
6	O=C(NCC(=O)N(c1cccnc1)C(C(=O)NC1CCCC1)c1ccco1)c1cccs1 (stereo not drawn)	11.6	4.9	6.0	104.7	·

entry	OPRM1-OPRD1 ag	V-ATPase pHluor	Keap1-Nrf2 PPI	LANA DNA inh	RTF Ca sens inh
3	-0.5	-5.2	-1.2	2.8	-5.3
25	1.0	2.0	2.4	0.8	-2.1
23	-1.7	0.5	-2.5	-1.1	-7.9
14	-0.7	0.4	-6.7	-0.2	-3.7
20	-3.4	-2.6	-4.7	0.4	-5.4
13	20.2*	5.2	3.0	-0.6	-6.1
4	-1.7	1.5	-5.0	-2.3	-7.4
26	-0.7	2.5	-6.5	-0.6	-7.9
6	-2.1	2.2	-3.8	-1.2	4.6

Remaining list, next part
entry	Molecule	OPRM1-OPRD1 inv	Arr AP2 block	RTF Ca sens act	DSG3 Ab inh	Wnt act
33	O=S1c2ccccc2Oc2ccccc21	15.5	0.9	-1.2	90.5	3.6
34	Cc1ccc(-n2c(SCC(=O)NCC3CCCO3)nc3ccccc3c2=O)cc1 (stereo not drawn)	13.0	0.0	-1.5	105.8	3.1
35	Cc1cccc(C(=O)NN2S(=O)(=O)c3ccccc3S2(=O)=O)c1	-8.8	19.4	4.7	114.0	5.4
36	Cc1csc(Sc2nc3c(c(=O)[nH]c(=O)n3C)n2CCCc2ccccc2)n1	8.0	-12.2	11.3	102.7	-2.4
37	Cc1ccn2c(CNCC3OCCc4ccccc43)c(C(=O)N3CCCCCC3)nc2c1 (stereo not drawn)	-3.7	-2.4	-4.0	94.6	-2.8
38	CCn1nnc(NC(=O)c2ccc(-c3ccc(Cl)cc3)o2)n1	-8.6	7.7	4.3	100.6	14.9
39	COc1ccccc1NC(=O)CCN1CC(C)OC(C)C1 (stereo not drawn)	7.3	1.6	6.4	95.3	·
40	CC(=O)c1ccc(N2CCN(S(=O)(=O)c3cc4c(cc3C)NC(=O)CO4)CC2)cc1	11.0	19.4	-2.4	79.1	-3.6
41	O=C(Nc1ccc(S(=O)(=O)Nc2ncccn2)cc1)c1ccccc1NS(=O)(=O)c1ccc(F)cc1	20.0	-6.0	0.7	87.4	0.3
42	CCC(CC)C(=O)c1c[nH]c(C(=O)O)c1	14.7	-0.4	-0.2	104.1	-1.0

entry	OPRM1-OPRD1 ag	V-ATPase pHluor	Keap1-Nrf2 PPI	LANA DNA inh	RTF Ca sens inh
33	-3.0	-1.5	1.4	-0.1	3.8
34	-3.1	0.8	-7.3	-1.1	-5.3
35	1.6	2.7	-8.0	-0.7	-2.5
36	-1.4	5.5	-3.7	-0.6	2.6
37	0.5	2.4	-5.2	0.3	-7.0
38	1.6	7.1*	-9.1	-1.0	8.1
39	-1.2	-0.5	0.9	-0.9	1.8
40	-2.1	-5.8	1.6	-2.7	0.1
41	-4.0	1.9	-4.0	0.3	-6.4
42	-2.6	7.6	-2.2	0.4	-7.5
